GAA850 FXN act = activators of GAA850 frataxin (FXN) promoter; AID 540364; actives 0.56% (n = 360,000); activation, % at 6 µM; HEK293 lucGAA850 FXN promoter luciferase reporter, 24 h; percent of 10 µM SAHA response;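 active = activation above the average of all compounds screened plus 3 SD, cutoff fixed separately per campaign, cut at about 7.5% in these data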;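 note: 0% = DMSO wells and 100% = 10 µM SAHA wells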
DAX1 inh = inhibitors of human orphan nuclear receptor DAX1 (NR0B1); actives 0.99% (n = 340,000); HEK293 Gal4-DAX1 luciferase reporter, luminescence; inhibition, % at 6.75 µM;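 active = inhibition above the mean over all tested compounds plus 3 SD, cut at about 4.2% in these data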;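 note: 0% = DAX1-transfected cells with DMSO and 100% = empty-vector control cells with DMSO; inhibition shows as a rise in luminescence from relieved DAX1 repression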
Target sequence (P51843 207-470 limits assumed): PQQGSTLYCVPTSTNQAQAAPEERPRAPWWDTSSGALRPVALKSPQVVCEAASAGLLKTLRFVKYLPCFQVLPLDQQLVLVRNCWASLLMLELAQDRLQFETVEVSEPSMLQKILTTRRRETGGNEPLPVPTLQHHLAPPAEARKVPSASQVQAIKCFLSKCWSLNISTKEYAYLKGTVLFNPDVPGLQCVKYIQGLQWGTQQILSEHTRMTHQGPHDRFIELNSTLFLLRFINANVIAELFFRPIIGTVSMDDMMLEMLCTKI
NPR2 activator = GC-B (human) receptor activation; P20594; HEK293-GC-B cells, CNP EC30, cGMP TR-FRET; 0% at EC30 CNP, 100% saturating CNP; AID 1920062; activation, % at 10 µM; actives 0.11% (n = 370,000);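 active = activation at 10 µM reaching about 35% in either raw or pattern-adjusted values, limit read from the data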
NPR1 activator = GC-A (human) enzyme activation | P16066 | HEK293 GC-A cells, cGMP TR-FRET, EC30 ANP; 0% at EC30 ANP, 100% saturating ANP | activation, % at 10 µM | actives 0.14% (n = 370,000) | AID 1671463; in the data active = activation above about 40%
Starred values were filed as active, the others as inactive; · = no result given. These rows are one share of the data. The share of hits here may be higher or lower than overall.

Preview (three entries):
Letter code: A = GAA850 FXN act; B = DAX1 inh; C = NPR2 activator; D = NPR1 activator
1: CC[C@H]1CN2CC[C@@]3(C(=O)Nc4ccccc43)[C@@H]2C[C@@H]1/C(=C\OC)C(=O)OC
  A = -0.1	B = ·	C = ·	D = ·

2: CCN1C[C@@]2(COC)C3[C@@H](OC)[C@H]4[C@@H]1[C@@]3(C1C[C@@]3(O)[C@H](OC(=O)c5ccccc5)C1[C@]4(OC(C)=O)[C@@H](O)[C@H]3OC)[C@@H](OC)C[C@H]2O (stereo partly drawn)
  A = 0.7	B = ·	C = ·	D = ·

3: Clc1ccccc1CN1CCN(c2cccc3[nH]ccc23)CC1
  A = 1.5	B = ·	C = ·	D = ·

Results (from the top)
Letter code: A = GAA850 FXN act; B = DAX1 inh; C = NPR2 activator; D = NPR1 activator
1: CC[C@H]1CN2CC[C@@]3(C(=O)Nc4ccccc43)[C@@H]2C[C@@H]1/C(=C\OC)C(=O)OC
  A = -0.1	B = ·	C = ·	D = ·

2: CCN1C[C@@]2(COC)C3[C@@H](OC)[C@H]4[C@@H]1[C@@]3(C1C[C@@]3(O)[C@H](OC(=O)c5ccccc5)C1[C@]4(OC(C)=O)[C@@H](O)[C@H]3OC)[C@@H](OC)C[C@H]2O (stereo partly drawn)
  A = 0.7	B = ·	C = ·	D = ·

3: Clc1ccccc1CN1CCN(c2cccc3[nH]ccc23)CC1
  A = 1.5	B = ·	C = ·	D = ·

4: CNCCc1c[nH]c2ccccc12
  A = 0.8	B = ·	C = ·	D = ·

5: C=C1CC[C@@]2(O)[C@H]3Cc4ccc(O)c5c4[C@@]2(CCN3CC2CC2)[C@H]1O5
  A = -1.3	B = ·	C = ·	D = ·

6: CCC1(CC)C(=O)N(Cc2ccccc2)C(=O)N(Cc2ccccc2)C1=O
  A = 4.6	B = -0.4	C = ·	D = ·

7: O=C1NC(=O)C(=Cc2ccc(-c3ccc(Cl)cc3)o2)C(=O)N1
  A = 2.6	B = 2.1	C = ·	D = ·

8: C[C@H]1[C@H](OC(=O)CCC(=O)NCc2ccc(C(=O)O)cc2)O[C@@H]2O[C@@]3(C)CC[C@H]4[C@H](C)CC[C@@H]1C24OO3
  A = -6.2	B = -3.9	C = ·	D = ·

9: CC(C)n1c(O)c(C2c3cc(Cl)ccc3Oc3[nH]c(=O)n(C(C)C)c(=O)c32)c(=O)[nH]c1=O (stereo not drawn)
  A = 5.0	B = -0.2	C = ·	D = ·

10: O=C(O)c1cc[c]([Hg][Cl])cc1
  A = 6.4	B = -3.1	C = ·	D = ·

11: C=C(C)[C@@]12OC3(c4ccccc4)O[C@@H]1C1[C@@H]4O[C@]4(CO)[C@@H](O)[C@]4(O)C(=O)C(C)=C[C@H]4[C@@]1(O3)[C@H](C)[C@H]2OC(=O)/C=C/C=C/c1ccccc1 (stereo partly drawn)
  A = -2.0	B = 2.5	C = ·	D = ·

12: COC(=O)C1=C(c2ccc3ccccc3c2)C[C@@H]2CC[C@H]1N2C(=O)N1CCC(O)CC1
  A = -0.1	B = -1.9	C = ·	D = ·

13: COC(=O)C1=C(c2ccc(Cl)c(C(F)(F)F)c2)C[C@@H]2CC[C@H]1N2C(=O)NCCOc1ccc(OC)cc1
  A = -2.0	B = 0.1	C = ·	D = ·

14: CC1=CC(=O)OC2CC3OC4C[C@@H](C)C5OC6CC7O[C@]8(C)C/C=C\C9OC%10CC%11OC(CC(C)C%12OCCO%12)CC(O)[C@]%11(C)OC%10CC9OC8C[C@]7(C)O[C@]6(C)CCC5OC4C[C@]3(C)OC12 (stereo partly drawn)
  A = -0.4	B = 0.9	C = ·	D = ·

15: CCCC[C@@H](C)C[C@@H](C)C(=O)N(C)[C@@H](CC(C)C)C(=O)N[C@H](C(=O)N(C)[C@H](C(=O)N1C[C@@H](O)C[C@H]1C(=O)N1C(=O)C=C[C@@H]1C)C(C)C)C(C)OC(C)=O (stereo partly drawn)
  A = 6.5	B = -1.6	C = ·	D = ·

16: COC(=O)C1C2CC[C@@H](CC1OC(=O)c1ccccc1)N2 (stereo partly drawn)
  A = 0.2	B = 0.2	C = ·	D = ·

17: CC(=O)O[C@H]1CC[C@@]2(C)C(=CC[C@@H]3[C@@H]2CC[C@]2(C)C(=O)CC[C@@H]32)C1
  A = 0.5	B = -0.5	C = ·	D = ·

18: CCn1nc(-c2ccccc2)nc2c(=O)n(C)c(=O)nc1-2
  A = -5.7	B = -5.6	C = ·	D = ·

19: CN(C)c1ccc(N=Cc2c(O)n(CCC3=CCCCC3)c(=O)[nH]c2=O)cc1
  A = 24.6*	B = -0.6	C = ·	D = ·

20: O=C(O)c1ccc2c(c1)C1C(Cl)C(Sc3ccccc3[N+](=O)[O-])CC1C(c1cccc([N+](=O)[O-])c1)N2 (stereo not drawn)
  A = 0.9	B = -0.5	C = ·	D = ·

As a short view, some entries already given:
Letter code: A = GAA850 FXN act; B = DAX1 inh; C = NPR2 activator; D = NPR1 activator
6: CCC1(CC)C(=O)N(Cc2ccccc2)C(=O)N(Cc2ccccc2)C1=O
  A = 4.6	B = -0.4	C = ·	D = ·

7: O=C1NC(=O)C(=Cc2ccc(-c3ccc(Cl)cc3)o2)C(=O)N1
  A = 2.6	B = 2.1	C = ·	D = ·

8: C[C@H]1[C@H](OC(=O)CCC(=O)NCc2ccc(C(=O)O)cc2)O[C@@H]2O[C@@]3(C)CC[C@H]4[C@H](C)CC[C@@H]1C24OO3
  A = -6.2	B = -3.9	C = ·	D = ·

9: CC(C)n1c(O)c(C2c3cc(Cl)ccc3Oc3[nH]c(=O)n(C(C)C)c(=O)c32)c(=O)[nH]c1=O (stereo not drawn)
  A = 5.0	B = -0.2	C = ·	D = ·

10: O=C(O)c1cc[c]([Hg][Cl])cc1
  A = 6.4	B = -3.1	C = ·	D = ·

11: C=C(C)[C@@]12OC3(c4ccccc4)O[C@@H]1C1[C@@H]4O[C@]4(CO)[C@@H](O)[C@]4(O)C(=O)C(C)=C[C@H]4[C@@]1(O3)[C@H](C)[C@H]2OC(=O)/C=C/C=C/c1ccccc1 (stereo partly drawn)
  A = -2.0	B = 2.5	C = ·	D = ·

Going on with the list:
Letter code: A = GAA850 FXN act; B = DAX1 inh; C = NPR2 activator; D = NPR1 activator
21: CC[C@H](C)/C=C(C)/C=C/C1=CC2=C(Cl)C(=O)[C@](C)(OC(C)=O)C(=O)C2=CO1
  A = -0.3	B = 0.0	C = ·	D = ·

22: CN1C(=O)C(=Cc2ccc(OCC(=O)Nc3ccccc3)cc2)C(=O)N(C)C1=O
  A = 3.1	B = 0.4	C = ·	D = ·

23: COC(=O)C1=C(c2ccc(F)cc2F)C[C@@H]2CC[C@H]1N2C(=O)NC1CC1
  A = 0.6	B = 1.3	C = ·	D = ·

24: CC1=CC2/C=C(\C)CCC(O)C(O)/C=C/C(=O)C23C(=O)NC(CC(C)C)C3C1C (stereo not drawn)
  A = -7.5	B = -7.6	C = ·	D = ·

25: Cn1ncnc2c(=O)n(C)c(=O)nc1-2
  A = -17.1	B = -5.7	C = ·	D = ·

26: CCCCCn1c(NC(=O)c2ccco2)c(C(=O)OCC)c2nc3ccccc3nc21
  A = 1.4	B = 1.7	C = ·	D = ·

27: O=[N+]([O-])c1c2ccccc2cc2ccccc12
  A = 0.1	B = 1.4	C = ·	D = ·

28: CC(=O)OC(C)(C)/C=C/C(=O)[C@](C)(O)[C@H]1[C@H](O)C[C@@]2(C)[C@@H]3CC=C4[C@H](C[C@H](O)C(=O)C4(C)C)[C@]3(C)C(=O)C[C@]12C
  A = -13.4	B = -4.4	C = ·	D = ·

29: CC(=O)O[C@H]1C[C@@H]2CC[C@@H]3[C@H](CC[C@]4(C)C(=O)CC[C@@H]34)[C@@]2(C)C[C@@H]1OC(C)=O
  A = -2.6	B = 3.2	C = ·	D = ·

30: COc1cc2cc(C(=O)N3CC(COS(C)(=O)=O)c4ccc(O)cc43)[nH]c2c(OC)c1OC (stereo not drawn)
  A = -14.7	B = -6.2	C = ·	D = ·

31: CCOc1ccc(N2C(=O)/C(=C/c3ccco3)C(=O)NC2=S)cc1
  A = 2.6	B = 3.7	C = ·	D = ·

32: Cc1[nH]n(-c2ccccc2)c(=O)c1C(c1ccc([N+](=O)[O-])cc1)c1c(C)[nH]n(-c2ccccc2)c1=O
  A = -2.8	B = 1.5	C = ·	D = ·

33: CC1(C)CC[C@]2(C)CC[C@]3(C)C4C[C@@H]5OO[C@@]6(O5)C(CCCC6(C)C)[C@]4(C)CC[C@@]3(C)C2C1 (stereo partly drawn)
  A = -1.2	B = 1.1	C = ·	D = ·

34: CN1C(=O)C(=Cc2cn(CC(=O)N3CCCCC3)c3ccccc23)C(=O)N(C)C1=O
  A = 0.5	B = -1.6	C = ·	D = ·

35: CC(=O)OC1C2(CC3N4C(=O)C5(CO)SSC4(CC31O)C(=O)N5C)OC(C)C(C)(C)C2=O (stereo not drawn)
  A = -15.5	B = -6.6	C = ·	D = ·

36: CC(=O)OC(C)(C)/C=C/C(=O)[C@](C)(O)C1[C@H](O)C[C@@]2(C)C3CC=C4C(C[C@H](O)C(=O)C4(C)C)[C@]3(C)C(=O)C[C@]12C (stereo partly drawn)
  A = -12.5	B = -2.5	C = ·	D = ·

37: CCCCn1c(=O)c(C(=O)Nc2ccccc2C)c(O)c2ccccc21
  A = 3.6	B = -1.0	C = ·	D = ·

38: O=C1/C(=C/c2ccccc2)C[C@@]2(O)[C@H]3Cc4ccc(O)c5c4[C@@]2(CCN3CC2CC2)C1O5 (stereo partly drawn)
  A = -13.4	B = -3.2	C = ·	D = ·

39: Cc1ccc2c(c1Cl)NC(C(=O)O)C1CC(Sc3ccccc3[N+](=O)[O-])C(Cl)C21 (stereo not drawn)
  A = 0.1	B = -1.3	C = ·	D = ·

40: Cc1nc2c(c(C)nn2-c2ccccc2)c(C)c1CCC(=O)N1CCC2(CC1)OCCO2
  A = 1.8	B = -0.6	C = ·	D = ·

41: CCOC(=O)CNC(=O)N1Cc2cc(N3CCCCC3)ccc2-n2nncc2C1
  A = ·	B = ·	C = 1.7	D = 5.2

42: O=C(c1sc2ccccc2c1Cl)N1CCC2(CC1)OCCO2
  A = 2.2	B = -0.5	C = -0.5	D = 2.7

43: COc1ccc(CCN(C)Cc2ccncc2)cc1OC
  A = -2.0	B = 0.6	C = 1.4	D = 0.8

44: Cc1ccc(N2CCN(CCc3ccccc3)CC2)cc1
  A = -1.9	B = 0.6	C = 3.4	D = -0.4

Bioassay records: PubChem BioAssay, several laboratories
